JMJD2A Tudor – blocks the human JMJD2A Tudor domain | O75164 | AlphaScreen JMJD2A-Tudor / H3K4me3 peptide binding | Potency, µM (top dose mostly 114 µM), for inactives: at the highest dose activity change, negative = inhibition, usual class: inhibitors | actives 4.4% (n = 390,000) | AID 504339; note: potency is the fitted concentration of half-maximal effect; % is set by controls: 0 for no effect and ±100 for the full control effect; nearly all actives have a fitted effect of over 50% in size
HP1b binding inh – HP1-beta chromodomain-methylated histone interaction inhibition; P83916; AlphaScreen HP1-beta / biotin-H3K9me3 peptide binding; Potency, µM (series often up to 114 µM), for inactives: at the top dose activity change, negative = inhibition, hits mostly inhibitors; actives 0.56% (n = 390,000); AID 540317; note: potency is the fitted concentration of half-maximal effect; nearly all actives have a fitted effect of over 70% in size; inactives centre near 23
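HP1-beta protein (50 nM final) preincubated 30 min at room temperature with biotinylated H3(1-18)K9me3 peptide (50 nM) in PBS pH 7.4, 0.01% Tween-20, then compound added for 30 min. AlphaScreen streptavidin donor/nickel chelate acceptor beads (10 ug/mL final), 30 min dark, luminescence read.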
BAZ2B block – inhibitors of human BAZ2B bromodomain. Q9UIF8. AlphaScreen BAZ2B-H3K14Ac peptide displacement. Potency, µM (series often up to 114 µM), without a hit: at the top dose activity change, negative = inhibition, actives largely listed as inhibitors. actives 4.4% (n = 360,000). AID 504333; note: potency is the fitted concentration of half-maximal effect; % is set by controls: 0 for no effect and ±100 for the full control effect; nearly all actives have a fitted effect of over 60% in size
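AlphaScreen displacement of biotin-H3(5-23)K14Ac peptide (50 nM final) from BAZ2B (50 nM final) in PBS pH 7.4, 0.01% Tween-20; complex preformed 30 min RT, then compounds (top 110 uM) 30 min RT, beads 20 min dark.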
12-LOX inh – ALOX12 (human) lipoxygenase inhibition. P18054. purified 12hLO, xylenol orange hydroperoxide absorbance. Potency, µM (titrated, usually from 108 µM), without a hit: at the highest dose activity change, negative = inhibition, most hits filed as inhibitors. actives 1.1% (n = 580,000). AID 1671190; note: potency is the fitted concentration of half-maximal effect; % is set by controls: 0 for no effect and ±100 for the full control effect
Target sequence (P18054 whole entry, looked up): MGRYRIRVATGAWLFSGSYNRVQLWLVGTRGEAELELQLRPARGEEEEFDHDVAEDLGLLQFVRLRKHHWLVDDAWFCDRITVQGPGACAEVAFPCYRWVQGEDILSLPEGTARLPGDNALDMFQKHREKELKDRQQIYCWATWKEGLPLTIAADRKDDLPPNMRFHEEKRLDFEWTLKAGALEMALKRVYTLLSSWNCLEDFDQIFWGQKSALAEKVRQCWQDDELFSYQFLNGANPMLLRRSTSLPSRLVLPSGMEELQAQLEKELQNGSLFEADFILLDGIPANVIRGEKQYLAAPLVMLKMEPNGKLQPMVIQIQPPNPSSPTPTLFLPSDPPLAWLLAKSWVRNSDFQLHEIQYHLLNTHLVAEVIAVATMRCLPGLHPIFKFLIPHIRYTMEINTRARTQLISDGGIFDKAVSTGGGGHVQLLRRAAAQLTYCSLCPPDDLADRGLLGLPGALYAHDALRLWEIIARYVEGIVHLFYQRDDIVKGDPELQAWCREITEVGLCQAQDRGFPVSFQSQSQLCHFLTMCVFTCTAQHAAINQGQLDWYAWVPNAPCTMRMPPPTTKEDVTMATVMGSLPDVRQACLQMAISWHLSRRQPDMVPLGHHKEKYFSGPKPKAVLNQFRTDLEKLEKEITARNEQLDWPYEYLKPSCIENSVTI
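Hydroperoxide product was detected by ferrous iron/xylenol orange as the 573 to 405 nm absorbance ratio. Arachidonic acid at 40 uM (final) was turned over for 30 min at room temperature by 150 nM human 12hLO, pH 7.0 Hepes buffer, after 15 min compound preincubation.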
GLS inhibitor – glutaminase GLS (human) inhibition; Potency, µM (top dose mostly 45.5 µM), for the others: at the top dose activity change, negative = inhibition, actives largely listed as inhibitors; actives 0.21% (n = 410,000); O94925; GLS enzymatic activity, qHTS titration; note: potency is the fitted concentration of half-maximal effect; % is set by controls: 0 for no effect and ±100 for the full control effect
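hKGA in 45 mM KH2PO4 (pH 8.2), 0.02% Tween-20 with compound, then 1mM L-Glutamine (stock as added) plus glutamate oxidase/HRP/Amplex red coupling mix. Fluorescence read initially and after 30 min at RT; signal change reflects glutamate formation.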
G9a block – inhibitors of human histone lysine methyltransferase G9a | G9a H3K9 monomethylation, AlphaScreen, 2 h | Potency, µM (titrated, usually from 102 µM), without a hit: top-dose activity, negative = inhibition, most hits filed as inhibitors | actives 8.8% (n = 350,000); note: potency is the fitted concentration of half-maximal effect; % is set by controls: 0 for no effect and ±100 for the full control effect; nearly all actives have a fitted effect of over 75% in size
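Readings reflect AlphaScreen signal from monomethyl-H3K9 antibody detection. HMT at 20 nM; substrate b-H3K9 500 nM; cofactor SAM 20 uM; 2 h RT reaction; compounds tested as titrations in qHTS with 15 min preincubation.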
PI4K2A inh – PI4K2A (human) kinase inhibition | purified PI4K2A, ADP-Glo luminescence, 1 h; active compounds read low | actives 0.13% (n = 420,000) | activity change, negative = inhibition, % at 76.9 µM; in the data active = activity change below about -50%; inconclusive = mostly about -30% to -49%;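 note: -100% = wells without enzyme as full effect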
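PI4K2A activity was measured by ADP-Glo luminescence: enzyme (4 ug/mL stock) and phosphatidylinositol (1.2 mM stock) in Tris pH 7.5/MgCl2/EGTA/Triton X-100 buffer were reacted with ATP (300 microM stock) for one hour at ambient temperature.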
ERG Ets-DNA blk – blocks human ERG Ets domain binding to DNA; fluorescence polarization, His-ERG Ets domain / labelled DNA; Potency, µM (highest dose often 76.9 µM), without a hit: at the top dose FP activity, negative = inhibition, actives largely listed as inhibitors; actives 0.028% (n = 370,000); AID 624246; active = well fitted inhibition curve with a large enough effect in the polarisation, with a control signal flat; inconclusive = small, poorly fitted or top-dose-only effect, or effect the other way, or a change in a side signal; inactive = no such curve, though single readings can be large or run the other way; the % refers to the polarisation;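 note: polarization taken with two DNA probes labelled with fluorescein and Texas red; potency is the fitted concentration of half-maximal effect; % of control where 0% means no effect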
Target sequence (P11308 whole entry, looked up, the tested form may be a part): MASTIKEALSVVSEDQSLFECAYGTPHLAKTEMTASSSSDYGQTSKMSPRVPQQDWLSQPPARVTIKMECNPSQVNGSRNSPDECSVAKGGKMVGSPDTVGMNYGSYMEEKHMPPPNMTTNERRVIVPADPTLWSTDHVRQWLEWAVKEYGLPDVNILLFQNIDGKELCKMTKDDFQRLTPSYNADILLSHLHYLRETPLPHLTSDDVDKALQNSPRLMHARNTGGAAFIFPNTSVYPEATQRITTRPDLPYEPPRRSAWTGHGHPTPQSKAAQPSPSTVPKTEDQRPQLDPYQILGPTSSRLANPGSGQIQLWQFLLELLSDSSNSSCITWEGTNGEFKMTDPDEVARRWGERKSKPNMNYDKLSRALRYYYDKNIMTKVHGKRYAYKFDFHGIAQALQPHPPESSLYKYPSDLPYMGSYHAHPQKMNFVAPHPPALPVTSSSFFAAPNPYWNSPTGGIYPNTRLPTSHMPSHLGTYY
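His-tagged ERG Ets domain (1 uM in the protein solution; 300mM KCl, 50mM Tris-HCl, 1mM EDTA, 1mM DTT, pH 7.5) received compound, then a probe mix of 5 nM fluorescein-DNA and 100nM Texas-615-DNA. Fluorescence polarization was read for both dyes.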
RGS4 inhibitor – inhibitors of human regulator of G protein signaling 4. AID 504845. Transcreener GDP fluorescence polarization, RGS4-accelerated GTP hydrolysis. Potency, µM (series often up to 114 µM), for the others: top-dose activity change, negative = inhibition, actives largely listed as inhibitors. actives 0.039% (n = 390,000). P49798; note: potency is the fitted concentration of half-maximal effect; % is set by controls: 0 for no effect and ±100 for the full control effect; nearly all actives have a fitted effect of over 75% in size; some results filed as inactive show a strong effect at the top dose
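MLSMR compounds (23 nl, pin-transferred) preincubated 10 min at room temperature with a 500nM (2x) first reagent, then RGS4 at 900nM (2x) plus Transcreener GDP mix added; fluorescence polarization (620/688 nm) read before and after 90 min at 30 °C.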
Starred values were filed as active, the others as inactive; ? = inconclusive; . = not tested or not shown; & = joins results of further samples; [ ] = another dose, or the depositor's remark. Unless noted, calls come from the whole dose curve; as a rule, active = well fitted curve in the direction sought with a large enough effect; inconclusive = small, poorly fitted or top-dose-only effect, or another doubt; inactive = no such curve, though single readings can be large; an effect the other way counts as inactive or inconclusive.

12-LOX inh	HP1b binding inh	G9a block	GLS inhibitor	BAZ2B block	JMJD2A Tudor	RGS4 inhibitor	PI4K2A inh	ERG Ets-DNA blk	Structure
-25%	3%	-32%[59 µM]	-6%	-26%	-27%	-6%	6	2%	Cc1c(C(=O)N2CCCC2)oc2c1-c1nn(CC(=O)NCc3cccc(F)c3)cc1CC2
-12%	18%	5%[12.7 µM]	17%	-8%	-12%	-1%	-2	-4%	O=C1CN(C(=O)N[C@@H](Cc2ccccc2)C(=O)N[C@H](Cc2ccccc2)C(=O)O)c2ccccc2N1
?	15%	.	-11%	-11%	-15%	34%	10	-1%	CC(=O)c1cccc(NC(=S)NCCc2ccc(Cl)cc2)c1
.	18%	.	5%	7%	-9%	10%	-2	9%	CCOC(=O)NCc1ccccc1
-7%	48%[activator]	32%[59 µM]	-10%	7%	21%	-14%	1	0%	COc1ccc(-c2cc(C(F)(F)F)nc(SCC(=O)NCCc3ccccc3)n2)cc1OC
5%	32%	9%	17%	8%	-13%	-14%	-3	.	CN1CCN(C(=O)CN(c2cc(C(F)(F)F)ccc2Cl)S(C)(=O)=O)CC1
-8%	2%[57 µM]	-13%	0%	?	?	-14%	2	3%	CCC/C(O)=C1\C(=O)CCCC1=NCCc1c(C)[nH]c2ccccc12
8%	31%	14%[0.501 µM]	4%	5%	?	3%	-2	2%	CC(C)(C)OC(=O)NCc1ccc(CNC(=O)c2nc[nH]c2C(=O)N2CCN(C(=O)OC(C)(C)C)CC2)cc1
-22%	38%	-16%	3%	11%	10%	2%	-1	-2%	C=CCN=C(NC#N)SCCc1ccccc1
-6%	20%	?	-12%	-15%	-5%	-6%	1	10%	CC(CSc1nnnn1-c1ccccc1)Cn1c(N2CCN(C)CC2)nc2c1c(=O)[nH]c(=O)n2C (stereo unspecified)
-5%	33%[activator]	-26%[12.7 µM]	?	1%	-23%	0%	-16	0%	O=C(O)c1ccc2noc(-c3ccccc3)c2c1
-4%	11%	5%	-7%	-21%	11%	1%	5	7%	COCCN(C(=O)CNC(=O)c1ccco1)C(C(=O)NC1CCCC1)c1ccc(OC)cc1 (stereo unspecified)
-13%	8%	.	8%	3%	-8%	22%	0	-4%	C/C(=N\NC(=O)CNc1cccc(Cl)c1C)c1cccs1
-6%	26%	8%	-6%	-12%	4%	9%	5	-1%	Cc1cccc(NS(=O)(=O)c2ccc(C(=O)NCC3CCCO3)cc2)c1C (stereo unspecified)
-1%	31%	25%	0%	-9%	-9%	19%	3	4%	CC(=O)Nc1ccc(S(=O)(=O)N2CCCC2C(=O)Nc2ccc(F)cc2)cc1 (stereo unspecified)
1%	26%	5%[12.7 µM]	-3%	-25%	-23%	-6%	2	4%	COc1cc(C(C)=O)ccc1OCC(=O)OCC(=O)c1cc(C)n(CC2CCCO2)c1C (stereo unspecified)
?	-14%	12%[2.33 µM]	-7%	3%	-1%	-8%	1	3%	CC(C)(C)c1ccc(C(=O)Nc2ccc(S(=O)(=O)Nc3cnc4ccccc4n3)cc2)cc1
22%	8%	.	10%	.	-31%	0%	-9	14%	CCN(CC)c1ccc(NC(=O)CCCCC(=O)Nc2ccc(N(CC)CC)cc2)cc1
12%	53%[activator]	25%[59 µM]	4%	15%	15%	-8%	-5	7%	CCOC(=O)C1C(C(=O)OCC)C1(c1ccccc1)c1ccccc1 (stereo unspecified)
0%	43%	-17%[59 µM]	7%	?	-14%	-46%	7	-5%	Cc1cc(C(=O)CSc2nnc(Nc3ccccc3)s2)c(C)n1CC1CCCO1 (stereo unspecified)
-1%	2%	.	12%	.	?	8%	4	-14%	Cc1cc(C)cc(SCc2noc(C(=O)NCCN(C)C)c2C(=O)NCCN(C)C)c1
1%&-31%	2%&43%	-29%[59 µM]	-9%&-1%	-16%&-12%	-25%&-23%	-8%[11.4 µM]	9&-2	-8%&4%	COc1ccc(CCNC(=O)CS(=O)Cc2nc(-c3ccccc3F)oc2C)cc1OC (stereo unspecified)
0%	53%[activator]	114%[activator]	-4%	7%	24%	-22%	-1	2%	COc1cccc(CN(C)C(=O)c2cc(-c3cccs3)nc3ccccc23)c1
1%	21%	8%[59 µM]	-4%	-15%	-10%	-15%	-1	2%	CCOc1ccccc1CNC(=O)c1cccn1-c1nnc(N2CCCC2)s1
0%	23%	?	-12%	2%	-13%	-1%	1	5%	O=C(CCCn1c(=O)[nH]c2cc(Cl)ccc2c1=O)NCCCN1CCCC1=O
1%	-20%	10%[12.7 µM]	-3%	-32%	?	-7%	?	7%	COC(=O)CCCC1=CC2=CC(=O)C(C)(OC(=O)c3cccs3)C(=O)C2=CN1CCc1c[nH]c2ccccc12 (stereo unspecified)
.	30%	13%[59 µM]	2%	3%	-5%	-3%	2	4%	CC(=O)NC(CC(C)C)C(=O)NC(Cc1ccccc1)C(N)=O (stereo unspecified)
-17%	15%	-8%[59 µM]	4%	-3%	-1%	11%	-8	1%	O=C(c1ccccc1/S(=N/S(=O)(=O)c1ccccc1)N1CCOCC1)N1CCOCC1 (stereo unspecified)
2µM*	-17%	.	-10%	79µM*	45µM*	-31%	0	-9%	O=C(O)CC(Sc1n[nH]c(=S)s1)C(=O)O (stereo unspecified)
-7%	42%[activator]	36%[59 µM]	2%	.	?	-1%	-2	75%[activator]	CCn1cc(C(=O)NCCc2ccc(C)cc2)c(=O)c2cc(S(=O)(=O)N3CCCCC3)ccc21
32µM*	-13%	.	2%	.	11µM*	-22%	3	-13%	S=c1nn[nH]c2ccccc12
169%[activator]	13%	.	9%	.	-11%	5%	8	-18%	O=C(CN1C(=O)NC2(CCOc3ccccc32)C1=O)NCCc1ccccc1 (stereo unspecified)
35%[activator]	46%	.	1%	8%	-10%	-29%	8	3%	Cc1ccc(N(CCCCN2C(=O)c3ccccc3C2=O)C(=O)c2cccs2)cc1
?	29%	-30%[2.33 µM]	-9%	-4%	-14%	8%	3	-7%	N#Cc1cccc(CSc2ncnc(N)n2)c1
?	47%[activator]	-17%[59 µM]	1%	11%	4%	-6%	3	-4%	CCS(=O)(=O)NCCc1csc(-c2cccnc2)n1
-14%	12%	12%	9%	14%	-1%	30%	1	-15%	Cc1ccc(NC(=O)CN(C)C(=O)CSc2nnc(C(F)(F)F)n2C)cc1
-1%	35%	-8%[2.33 µM]	-1%	6%	-15%	7%	1	-4%	CCOC(=O)N1CCN(C(=O)CSc2nc(=O)n3ccc(C)cc3n2)CC1
19%	55%[activator]	.	-7%	3%	-10%	-7%	-2	-22%	CCC(=O)N(CCC1(C(C)C)CCOC(C)(C)C1)C(C)c1cccs1 (stereo unspecified)
?	-12%	45µM*	-3%	?	?	-20%	5	5%	COc1ccc(-c2nc(SCC(=O)NCc3ccco3)c(-c3ccccc3)[nH]2)cc1OC
1%	18%	?	6%	-14%	-23%	3%	-3	.	CCC1=NN(C(=O)Cc2ccc([N+](=O)[O-])cc2)C(O)(c2ccc(Br)cc2)C1 (stereo unspecified)

Reformatted with two lines to a compound: entries from further up.
Screens in order: 12-LOX inh, HP1b binding inh, G9a block, GLS inhibitor, BAZ2B block, JMJD2A Tudor, RGS4 inhibitor, PI4K2A inh, ERG Ets-DNA blk
CCC(=O)N(CCC1(C(C)C)CCOC(C)(C)C1)C(C)c1cccs1 (stereo unspecified)
→ 19%, 55%[activator], ., -7%, 3%, -10%, -7%, -2, -22%
COc1ccc(-c2nc(SCC(=O)NCc3ccco3)c(-c3ccccc3)[nH]2)cc1OC
→ ?, -12%, 45µM*, -3%, ?, ?, -20%, 5, 5%

The listing continues:
12-LOX inh	HP1b binding inh	G9a block	GLS inhibitor	BAZ2B block	JMJD2A Tudor	RGS4 inhibitor	PI4K2A inh	ERG Ets-DNA blk	Structure
18%	144%[activator]	.	0%	-10%	182%[activator]	44%	-1	-8%	Cc1ccc(OCC(=O)Oc2c(C)cccc2C)cc1C
-15%	25%	26%[59 µM]	5%	4%	-13%	3%	2	6%	O=S(=O)(Nc1cccc(-c2cn3cccnc3n2)c1)c1ccc(F)cc1
32µM*	?	13µM*	42%[activator]	32µM*	?	-3%	5	2%	CCN(CC)Cc1oc(CO)cc(=O)c1O
-13%	25%	?	0%	-6%	-7%	16%	1	.	O=C(c1ccncc1)c1nccn1-c1ccccn1
2%	46%[activator]	21%	2%	-16%	-14%	-19%	-3	-12%	COc1cccc(C(=O)Nc2nnc(S(=O)(=O)N(C)Cc3ccccc3)s2)c1
-19%	15%	-15%[59 µM]	-6%	1%	-6%	3%	-5	0%	CCN(c1cccc(C)c1)S(=O)(=O)c1ccc2[nH]cc(C(=O)NCCCOC)c(=O)c2c1
132%[activator]	22%	12%	-2%	-1%	0%	?	5	-8%	CCc1ccccc1NC(=O)CCCN1C(=O)C2CC=CCC2C1=O (stereo unspecified)
-25%	64%[activator]	18%	6%	-10%	-18%	24%[56.9 µM]	-3	5%	O=C(COc1ccc(Cl)cc1)N(Cc1ccc(F)cc1)C1CCS(=O)(=O)C1 (stereo unspecified)
-2%	24%	8%[0.501 µM]	-2%	-4%	-10%	-1%	1	3%	COc1ccc(CCNS(=O)(=O)CCNC(=O)c2ccc3c(c2)OCO3)cc1
.	47%	14%	22%	-11%	-4%	-31%	3	7%	CCCCCCCCN1C(=O)N(C)C(N(O)C(=O)NC)C1(C)C (stereo unspecified)

Compound activity from PubChem BioAssay.

An excerpt; count on the stated rates, not on these rows.
